Compound activity deposited in PubChem BioAssay by National Center for Advancing Translational Sciences (NCATS).
IL2 activator = activates IL-2 in a cell-based reporter assay | hit rate 0.065% among 360,000 | AID 652025 | activation, % (series mostly up to about 46 µM) | IL-2 activation reporter assay, cell-based qHTS; stimulated with anti-CD3/CD4/CD28 beads; in transgenic mouse T cells; in the data active = activation above about 50%; inconclusive = mostly about 30% to 49%; note: 0% is about no effect
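Quantitative HTS in unstimulated transgenic mouse T cells, with memory T cells as non-tolerant control and PMA/ionomycin as tolerance-bypass control. Compound pretreatment lasted 60 minutes before 18 h bead stimulation; EGFP/DsRed fluorescence read.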
WRN inhibitor = blocks human WRN helicase; Potency, µM (highest dose often 114 µM), without a hit: at the highest dose activity change, negative = inhibition, most hits filed as inhibitors; AID 651768; hit rate 0.46% among 360,000; WRN helicase unwinding, fluorescent forked duplex, kinetic; note: potency is the fitted concentration of half-maximal effect; % is set by controls: 0 for no effect and ±100 for the full control effect; nearly all actives have a fitted effect of over 55% in size
Target sequence (Q14191 whole entry, looked up): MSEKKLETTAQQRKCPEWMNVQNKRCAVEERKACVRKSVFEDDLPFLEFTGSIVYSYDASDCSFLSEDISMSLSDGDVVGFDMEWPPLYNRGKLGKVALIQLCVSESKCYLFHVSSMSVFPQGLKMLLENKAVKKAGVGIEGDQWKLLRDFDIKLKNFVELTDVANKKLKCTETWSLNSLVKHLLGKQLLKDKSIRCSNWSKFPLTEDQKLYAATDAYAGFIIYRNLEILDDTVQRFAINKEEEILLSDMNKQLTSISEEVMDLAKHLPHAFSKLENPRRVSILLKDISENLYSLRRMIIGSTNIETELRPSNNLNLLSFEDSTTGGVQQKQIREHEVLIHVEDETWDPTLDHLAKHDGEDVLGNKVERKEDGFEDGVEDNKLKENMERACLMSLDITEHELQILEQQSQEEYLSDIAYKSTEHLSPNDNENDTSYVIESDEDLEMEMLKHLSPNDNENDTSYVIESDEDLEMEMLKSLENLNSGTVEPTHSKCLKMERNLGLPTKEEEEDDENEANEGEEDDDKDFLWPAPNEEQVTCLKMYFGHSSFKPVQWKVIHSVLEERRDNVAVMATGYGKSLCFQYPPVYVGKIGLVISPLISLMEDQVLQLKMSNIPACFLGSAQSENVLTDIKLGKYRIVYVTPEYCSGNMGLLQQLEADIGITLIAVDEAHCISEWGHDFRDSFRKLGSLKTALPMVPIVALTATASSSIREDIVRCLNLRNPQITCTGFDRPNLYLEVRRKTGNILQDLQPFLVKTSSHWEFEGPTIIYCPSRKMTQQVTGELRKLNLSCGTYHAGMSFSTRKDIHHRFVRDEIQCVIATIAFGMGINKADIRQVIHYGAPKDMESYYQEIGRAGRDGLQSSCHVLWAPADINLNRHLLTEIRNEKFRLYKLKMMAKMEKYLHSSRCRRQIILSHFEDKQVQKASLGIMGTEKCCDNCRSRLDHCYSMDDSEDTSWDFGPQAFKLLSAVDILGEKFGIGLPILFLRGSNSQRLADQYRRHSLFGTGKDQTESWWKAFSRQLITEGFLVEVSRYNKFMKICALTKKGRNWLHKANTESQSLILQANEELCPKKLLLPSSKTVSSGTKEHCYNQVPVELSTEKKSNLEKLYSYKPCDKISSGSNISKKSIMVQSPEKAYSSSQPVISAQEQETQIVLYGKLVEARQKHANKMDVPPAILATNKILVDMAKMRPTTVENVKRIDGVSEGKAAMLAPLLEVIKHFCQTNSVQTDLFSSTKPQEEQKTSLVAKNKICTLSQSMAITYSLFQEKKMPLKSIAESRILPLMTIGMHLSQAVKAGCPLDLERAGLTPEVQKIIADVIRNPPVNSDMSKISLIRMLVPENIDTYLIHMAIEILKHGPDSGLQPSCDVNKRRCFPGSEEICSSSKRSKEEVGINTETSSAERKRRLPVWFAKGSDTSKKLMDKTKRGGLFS
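Kinetic fluorescence helicase assay: unwinding of a quenched forked DNA duplex (100 nM final) with 2 mM ATP final raises red fluorescence (525/598 nm). Compounds sat 15 min at room temperature with 20 nM WRN beforehand.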
D3 ag = activates the human D3 dopamine receptor; P35462; D3R DiscoveRx beta-arrestin cells, luminescence, 90 min; max activation, %; hit rate 0.58% among 410,000; in the data active = max activation above about 30%; note: 0% is about no effect; mostly tested at two doses, the higher about 12 µM
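Cells at 1500/well, incubated overnight, then treated with pinned compounds (dopamine as control) for 90 min at 37 degrees C. DiscoveRx reagent added for 30 - 60 minutes at room temperature; luminescence read.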
GLP1R cytotox = cytotoxicity in counter-screen for GLP-1R inverse agonists | hit rate 0.13% among 410,000 | HEK293 cAMP-luciferase reporter cells, luminescence, 24 h | Potency, µM (top dose mostly 38.3 µM), inactives show at the highest dose activity change, negative = inhibition, most hits filed as inhibitors;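 note: loss of luciferase light is scored as toxicity; potency is the fitted concentration of half-maximal effect; % is set by controls: 0 for no effect and ±100 for the full control effect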
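To flag toxic compounds, the library was rerun on cells for 24 hr at 37 deg C and 5% CO2. Viability-linked luminescence was captured 12 min after adding luciferase detection reagent.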
D3 antag = antagonists of human D3 dopamine receptor; P35462; D3R cells, DiscoveRx beta-arrestin luminescence, antagonist mode; active compounds read low; max response, negative = inhibition, %; hit rate 2.5% among 360,000; in the data active = max response below about -50%; inconclusive = no clear call, values can overlap the other calls; note: % is set by controls: 0 for no effect and ±100 for the full control effect; mostly tested at two doses, the higher about 12 µM
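Cells plated overnight at 1500 cells/well, then exposed to library compounds with dopamine controls for 90 minutes at 37 degrees C. DiscoveRx reagent added for 30–60 minutes at room temperature; luminescence read, quantitative HTS format.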
GLP-1R agonist = GLP-1 receptor (human) agonism. hit rate 0.007% among 380,000. Potency, µM (top dose mostly 45.6 µM), without a hit: top-dose activation, actives largely listed as activators. P43220. HEK293 GLP-1R CRE-luciferase, luminescence, 4-6 h; cells express a hypersensitive GLP-1R form; note: potency is the fitted concentration of half-maximal effect; % of control where 0% means no effect
PLK1 PBD block = PLK1 (human) polo-box domain binding inhibition; P53350; Plk1 PBD binding of FITC phosphopeptide, fluorescence polarization; Potency, µM, for inactives: max response, negative = inhibition, actives largely listed as inhibitors; hit rate 2.8% among 360,000; AID 720504; note: potency is the fitted concentration of half-maximal effect; series mostly up to about 57 µM; % is set by controls: 0 for no effect and ±100 for the full control effect; nearly all actives have a fitted effect of over 65% in size
PI5P4K alpha inh = blocks human PI5P4K alpha kinase activity; hit rate 1.2% among 330,000; AID 652105; PI5P4Kalpha enzyme, ADP-Glo luminescence, 60 min; active compounds read low; max response, %; P48426; active = max response of -50% or lower; inconclusive = between -30% and -50%; inactive = -30% or higher; note: value at the top dose of about 77 µM; % is set by controls: 0 for no effect and ±100 for the full control effect
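PI5P4Kalpha ADP-Glo assay; 5 microM ATP final; 60 min RT reaction; HEPES pH 7.4/EGTA/CHAPS, 5% DMSO; controls lacking substrate or enzyme; luminescent end-point.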
GLP1R inv ag = inverse agonists of human GLP-1 receptor. P43220. HEK293 GLP-1R CRE-luciferase, luminescence, 24 h; GLP-1R form is constitutively active. Potency, µM (highest dose often 38.3 µM), for the others: at the top dose activity change, negative = inhibition, usual class: inhibitors. hit rate 1.6% among 410,000; note: potency is the fitted concentration of half-maximal effect; % is set by controls: 0 for no effect and ±100 for the full control effect; nearly all actives have a fitted effect of over 55% in size
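Luminescence readout: a drop in cAMP-driven luciferase signal flags inverse agonism at a constitutively active GLP-1R stably expressed in HEK293. Compound exposure lasted 24 hr at 37 deg C, 5% CO2.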
Numbers without * were called inactive; ? = inconclusive; . = not tested or not shown; [ ] = dose if it differs, or a comment. Unless noted, calls come from the whole dose curve; as a rule, active = well fitted curve in the direction sought with a large enough effect; inconclusive = small, poorly fitted or top-dose-only effect, or another doubt; inactive = no such curve, though single readings can be large; an effect the other way counts as inactive or inconclusive.

SMILES	IL2 activator	WRN inhibitor	D3 ag	GLP1R cytotox	D3 antag	GLP-1R agonist	PLK1 PBD block	PI5P4K alpha inh	GLP1R inv ag
Cc1oc(S(=O)(=O)N(C)C)cc1C(=O)Nc1ccc(Cl)cc1	2.5	-7%	1	-15%	20	5%	-1%	-4	1%
N#CC1=C(S)N(c2ccc(F)cc2)C2(CCCCC2)NC1=O	-1.9	-4%	-14	-16%	-5	8%	-23%	-3	?
O=C(COC(=O)c1cnccn1)NCc1ccc2c(c1)OCO2	-1.5	-24%	5	12%	12	5%	0%	-17	-6%
COc1cc(OC)cc(-c2sc3ccc(OC)cc3c2-c2ccc(OCCN3CCCCC3)cc2)c1	-0.8	-2%	-50	31%[activator]	-20	7%	-14%	18	-13%
O=C(NC(c1ccccc1)C(Cl)(Cl)Cl)c1ccccc1 (configuration not stated)	-0.2	5%	-13	-12%	?	-2%	-16%	2	?
Cc1nn(-c2ccccc2)c(C)c1-c1cc(C(=O)N/N=C/c2ccc(O)cc2)[nH]n1	-1.0	-16%	-3	-12%	-12	2%	-12%	-25	4%
O=C(NCCCNC(=O)c1cnccn1)c1cccc(Cl)c1	0.2	4%	2	-7%	-9	-1%	-10%	0	2%
O=C1C(=Cc2cccn2-c2ccc(O)cc2)C(=O)c2ccccc21	21	-16%	0	-13%	-22	12%	-16%	2	1%
CC(C)NS(=O)(=O)c1ccc(OCC(=O)NCc2ccc3c(c2)OCO3)c(Cl)c1	-0.8	-4%	2	12%	-3	33%	-8%	-5	-24%
CC(=O)Oc1ccc(-c2cccc(C(=O)OCC(=O)N(C)c3ccccc3)c2)cc1	0.4	-4%	-3	?	3	1%	-12%	-2	?
c1ccc(Cc2nnc3sc(Nc4ccccc4)nn23)cc1	-2.7	1%	26	-17%	-21	-2%	-2%	.	3%
Cn1c(CSCc2ccc(F)cc2)n[nH]c1=S	-0.1	10%	2	-21%	44	7%	-4%	-3	2%
CNS(=O)(=O)c1cn(CC(=O)NCc2ccc(N(C)C)cc2)cc1S(=O)(=O)NC	-1.8	8%	11	2%	8	5%	5%	-3	14%
CCc1ccc(NC(=O)C2CCN(C(=O)N3CCOc4ccccc43)CC2)cc1	-3.5	1%	-6	-16%	9	10%	-12%	-2	?
COc1ccc(C(=O)Nc2ccc3ccccc3c2)cc1	0.1	8%	0	-15%	-2	-1%	-8%	1	?
O=C(NCc1ccccc1)c1nccnc1CO	-1.5	6%	4	1%	-8	0%	5%	-4	8%
COc1cccc(CNCc2cccn2-c2nnc(N3CCN(c4ccccc4)CC3)s2)c1	.	.	-7	1%	.	1%	.	.	?
CN(C)c1nc(Oc2ccc(=O)[nH]n2)nc(N2CCCCC2)n1	-0.9	4%	5	-6%	3	-1%	4%	-1	-4%
C=CCn1c(Cc2ccc(OC)cc2)nnc1SCC(=O)c1cccc([N+](=O)[O-])c1	-1.9	-15%	0	-14%	6	2%	-12%	.	-14%
O=C(C(c1ccccc1)c1ccccc1)N1CCN(CCN2C(=O)c3cccc4cccc(c34)C2=O)CC1	-1.4	-14%	1	-3%	1	8%	5%	1	?
O=C(CSc1ccc(-c2ccc(F)cc2)nn1)N1CCOCC1	-1.7	-4%	4	-4%	5	10%	0%	-12	17%
O=C(CCNC(=O)c1ccc([N+](=O)[O-])cc1)Nc1ccc(S(=O)(=O)N2CCOCC2)cc1	-2.3	10%	1	-4%	19	0%	-1%	7	12%
CC(=O)Nc1ccc(NC(=O)C(C)Oc2ccccc2C(=O)NCc2ccccc2)cc1 (configuration not stated)	0.3	0%	0	-3%	1	6%	-7%	12	35%[activator]
CC(=O)C1=C(C)Nc2ncnn2C1c1ccc(Cl)cc1 (configuration not stated)	-1.3	2%	1	0%	-11	-4%	-3%	.	0%
Cc1cc(CNC(=O)COC(=O)c2ccc(Cl)c(N)c2)cc(C)c1O	0.8	-7%	-3	-13%	8	5%	1%	7	?
COc1ccc(CN2C[C@H]3CCCN3c3cc(Br)ccc3S2(=O)=O)cc1	-0.7	1%	-37	-25%	?	15%	-5%	4	0.89µM*
CC(=O)c1ccccc1NC(=O)COC(=O)/C(=C/c1ccccc1)n1nnnc1C	1.5	-32%	-1	-8%	3	-22%	-18%	-3	?
COC(=O)Cn1ncc(N2CC(C)OC(C)C2)c(Cl)c1=O (configuration not stated)	-4.9	0%	-4	8%	17	1%	2%	-4	7%
CC(C)NC(=O)CSc1nnc(-c2ccc(C(C)(C)C)cc2)n1C	-0.4	-12%	2	6%	6	-2%	-6%	.	?
Cc1cc(NC(=O)c2ccccc2-c2ccccc2C(=O)O)no1	0.0	-6%	2	15%	3	-3%	-2%	0	38%[activator]
COc1ccc(C)cc1NC(=O)c1cccc(C(=O)Nc2cc(C)ccc2OC)c1	0.0	-1%	-11	2%	44	-2%	3%	3	3%
O=C(Nc1ccccc1[N+](=O)[O-])C1C(c2ccccc2)=C1c1ccccc1	-2.3	1%	1	-11%	-11	-3%	1%	8	-7%
O=C(Cc1c(O)c2ccccc2[nH]c1=O)N(Cc1ccccc1)Cc1ccccc1	-0.3	-19%	2	3%	-13	0%	-3%	.	-2%
Cc1cc(NC(=O)c2cccc(Oc3ccccc3)c2)n[nH]1	0.8	9%	-3	-2%	-7	7%	-5%	2	?
COc1cccc(NC(=O)N(C)C[C@H]2OCc3cnnn3CCCC(=O)N([C@H](C)CO)C[C@@H]2C)c1	-2.1	-3%	5	-15%	21	2%	7%	-14	-4%
Fc1ccc(CCN2CCN=C2Nc2ccccc2)cc1	0.0	2%	-47	0%	?	12%	3%	1	14%
O=C(NNC(=S)Nc1ccc(Br)cc1)c1ccccc1Br	0.3	-24%	0	-7%	11	-10%	-18%	-20	?
CCn1c(=O)n(CC)c2cc(N3CCCC3)c(NC(=O)c3ccc(C)cc3)cc21	-0.3	4%	7	-24%	1	7%	3%	-7	14%
CN1CCN(c2ccccc2NC(=O)c2cccs2)CC1	-1.7	7%	3	-4%	1	-3%	-6%	1	17%
Cc1cc2cccc(C)c2nc1SCC(=O)N(C)c1nc(-c2ccccc2)cs1	-1.2	0%	-8	17%	-26	-8%	-6%	.	3%
Cc1ccc(-c2ccc([C@H]3[C@@H]4C=CCC[C@@]4(C)C(=O)N3Cc3ccccc3)c(F)c2)cc1	-0.1	-3%	1	20%	17	10%	-2%	20	?
COC(=O)c1cc(NC(=O)CC2SC(=Nc3ccccc3)N(CCc3c[nH]c4ccccc34)C2=O)cc(C(=O)OC)c1 (configuration not stated)	-1.4	0%	0	?	5	-13%	0%	2	4.5µM*
Cc1cccc2sc(N(CCCN(C)C)C(=O)CCS(=O)(=O)c3ccccc3)nc12	-3.0	-3%[57.1 µM]	-8	?	?	-5%	?	0	?
O=C(O)Cn1c(-c2cscn2)nc2ccccc21	-1.0	-2%	-2	-3%	-7	6%	-2%	.	2%
COCCCNC(=O)C1CCC(CNS(=O)(=O)c2ccc3c(c2)N(C(C)=O)CCO3)CC1 (configuration not stated)	0.9	1%	3	-9%	8	-6%	0%	-5	-10%
COc1cc(Cn2c(=O)c3c(OC)c(C)cnc3n(C)c2=O)cc(OC)c1	-3.6	1%	-1	-4%	-9	7%	-15%	1	30%
CC(OC(=O)C1CCN(S(=O)(=O)c2ccc(C(C)(C)C)cc2)CC1)C(=O)N1CCOCC1 (configuration not stated)	-0.5	9%	-4	-14%	-2	-7%	-7%	2	?
Cc1nn(Cc2c(F)c(F)c(F)c(F)c2F)c(C)c1NC(=O)c1c([N+](=O)[O-])cnn1C	1.0	-6%	28	6%	37	-4%	0%	.	8%
O=C1C2C3C=CC(C3)C2C(=O)N1CNc1ccccc1 (configuration not stated)	-5.2	-30%	-8	18%	?	1%	-9%	-3	-12%
O=C(NNS(=O)(=O)c1ccccc1[N+](=O)[O-])c1cccc(Cl)c1	-1.2	-2%	6	5%	17	-10%	?	-1	-7%
COc1ccc(C(=O)Nc2ccc3[nH]ccc3c2)cc1OC	-4.5	-12%	10	?	8	15%	-4%	0	-4%
Nc1ccnc(C(F)(F)F)c1C(=O)c1ccccc1	-1.2	-33%[57.1 µM]	-6	22%	-9	24%	-9%	-6	3%
COc1ccc(-c2ccnc3c2c(=O)n(C)c(=O)n3C)cc1OC	.	.	-6	5%	.	0%	.	.	-9%
COCCNC(=O)C(c1cccnc1)N(Cc1ccc(C)cc1)C(=O)Cn1nnc2ccccc21 (configuration not stated)	0.7	-9%	6	-2%	-1	6%	8%	1	18%
CN(CC(=O)Nc1c(Cl)cccc1Cl)CC(=O)N(C)C1(C#N)CCCCC1	-0.1	9%	4	3%	5	5%	-5%	4	?
CCOC(=O)/C(=C/C=C1\Sc2cc(C)c(C)cc2N1CC)C(C)=O	2.3	-7%	4	-6%	23	14%	61%[activator]	2	18%
CC1(C)CC(=O)C2=C(C1)N(c1ccc(F)cc1)C(=O)C2(NC(=O)c1ccccc1F)C(F)(F)F (configuration not stated)	1.6	8%	3	-13%	56	-13%	-1%	-2	18%
COc1ccc(CN2C(=O)c3ccccc3C2C(=O)NCC2CCCO2)c(OC)c1 (configuration not stated)	0.9	1%	1	-8%	20	-4%	-7%	0	1%
COc1ccccc1CN(C)C(=O)COC(=O)c1ccc(Cl)nc1	0.0	18%	24	-2%	12	9%	-3%	2	12%
Cc1cccc(C(=O)N=c2sccn2C)c1[N+](=O)[O-]	5.1	-1%	6	-22%	1	-1%	0%	-5	31%[activator]

Look-ups from above.
Value of CC(=O)c1ccccc1NC(=O)COC(=O)/C(=C/c1ccccc1)n1nnnc1C in GLP-1R agonist: -22%
Value of c1ccc(Cc2nnc3sc(Nc4ccccc4)nn23)cc1 in D3 ag: 26
Value of CC(=O)Nc1ccc(NC(=O)C(C)Oc2ccccc2C(=O)NCc2ccccc2)cc1 (configuration not stated) in GLP1R inv ag: 35%[activator]
